Compound activity: PubChem, several laboratories
Anthrax LF inh2: blocks Bacillus anthracis lethal factor protease | P15917 | multiplex microsphere protease cleavage assay, LF | inhibition, % at 10 µM | 360,000 compounds, 0.12% hits | AID 588501; note: plate controls were buffer without enzyme for full effect and enzyme alone for no effect
GDH-TPI inh: counter-screen for M. tuberculosis FBA inhibitors: GDH-TPI coupled enzymes; GDH-TPI coupled enzyme counterscreen, NADH absorbance; inhibition, % at 4.8 µM; 360,000 compounds, 1.2% hits; AID 588335; in the data active = inhibition above about 30%;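 note: 0% = DMSO wells and 100% = wells lacking the enzyme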
FadD28 binding: blocks FadD28 binding to the bisubstrate probe; fluorescence polarization; inhibition, % at 12.5 µM; 360,000 compounds, 0.22% hits; in the data active = inhibition above about 8.5%, passing the limit was not always enough; inconclusive = no clear call, values can overlap the other calls
UGM FP inh: blocks M. tuberculosis UGM enzyme; P9WIQ1; inhibition, % at 10 µM; 320,000 compounds, 0.06% hits; purified UGM, fluorescence polarization probe displacement; AID 504406; in the data active = inhibition above about 10%, passing the limit was not always enough; inconclusive = no clear call, values can overlap the other calls
Target sequence (P9WIQ1 whole entry, looked up): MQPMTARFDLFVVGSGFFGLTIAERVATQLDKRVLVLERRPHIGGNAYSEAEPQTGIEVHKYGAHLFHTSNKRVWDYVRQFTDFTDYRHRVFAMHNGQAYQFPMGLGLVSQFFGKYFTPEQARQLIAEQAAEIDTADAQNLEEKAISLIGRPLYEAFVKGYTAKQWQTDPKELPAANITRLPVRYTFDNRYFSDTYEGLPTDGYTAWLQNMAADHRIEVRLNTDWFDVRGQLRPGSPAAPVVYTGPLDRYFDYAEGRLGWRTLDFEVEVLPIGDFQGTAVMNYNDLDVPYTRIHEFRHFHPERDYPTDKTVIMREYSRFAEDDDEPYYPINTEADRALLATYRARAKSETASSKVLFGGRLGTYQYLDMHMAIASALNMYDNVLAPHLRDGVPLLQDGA
PfHsp40 yeast: compounds rescuing yeast from Plasmodium falciparum HSP40 toxicity | S. cerevisiae expressing PfHsp40, growth rescue, ATP luminescence | growth rescue, % at 12.5 µM | 340,000 compounds, 0.68% hits; in the data active = growth rescue above about 28%, passing the limit was not always enough; inconclusive = no clear call, values can overlap the other calls;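 note: yeast W303a lacking pdr1 and pdr3 grown in galactose medium; growth measured after three days at 30 °C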
Mtb FBA inh: inhibits M. tuberculosis FBA enzyme; P9WQA3; purified M. tuberculosis FBA, fluorescence read-out; inhibition, % at 1 µM; 360,000 compounds, 2.3% hits; in the data active = inhibition above about 27%;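 note: 0% = vehicle and 100% = reference inhibitor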
Target sequence (P9WQA3 whole entry, looked up): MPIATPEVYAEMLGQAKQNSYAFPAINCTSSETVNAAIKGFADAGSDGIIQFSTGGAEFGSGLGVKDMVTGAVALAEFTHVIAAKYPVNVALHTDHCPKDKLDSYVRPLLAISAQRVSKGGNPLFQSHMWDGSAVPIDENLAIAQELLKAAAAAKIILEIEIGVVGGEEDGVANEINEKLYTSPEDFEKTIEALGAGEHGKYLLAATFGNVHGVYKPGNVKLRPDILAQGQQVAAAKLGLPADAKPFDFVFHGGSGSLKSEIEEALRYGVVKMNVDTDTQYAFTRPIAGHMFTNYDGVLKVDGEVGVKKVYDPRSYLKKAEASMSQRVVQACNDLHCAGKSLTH
Mtb BioA inh: blocks M. tuberculosis BioA enzyme activity; purified M. tuberculosis BioA enzyme, plate reader; inhibition, % at 9.99 µM; 360,000 compounds, 0.096% hits; AID 602481; in the data active = inhibition above about 40%; inconclusive = no clear call, values can overlap the other calls
BoNT A protease: BoNT A light chain protease inhibition; multiplex microsphere protease substrate cleavage, flow cytometry; inhibition, % at 10 µM; 360,000 compounds, 0.17% hits; note: plate controls were buffer without enzyme for full effect and enzyme alone for no effect
BoNT F protease: blocks Botulinum neurotoxin F light chain protease; Multiplex microsphere protease cleavage assay, flow cytometry; AID 588497; 360,000 compounds, 0.22% hits; inhibition, % at 10 µM; in the data active = inhibition above about 35%, passing the limit was not always enough; inconclusive = no clear call, values can overlap the other calls; note: plate controls were buffer without enzyme for full effect and enzyme alone for no effect
Starred values were filed as active, the others as inactive. Cut-off read from the data, not from the text of the source, unless noted: active = inhibition above about 30%; inconclusive = no clear call, values can overlap the other calls; inactive = below that.

Start of the data: the first three compounds, to show the layout:
Results for Clc1ccc2c(N3CCNCC3)ccnc2c1 ?
Anthrax LF inh2: -5; GDH-TPI inh: 7; FadD28 binding: -1.9; UGM FP inh: 0.6; PfHsp40 yeast: 3.1; Mtb FBA inh: -3; BoNT A protease: -0.8; BoNT F protease: -16

What do the screens show for `O=C(Nn1c(Cc2cccs2)nc2ccccc2c1=O)c1cccs1`?
Anthrax LF inh2: -1; GDH-TPI inh: -10; FadD28 binding: -4.0; UGM FP inh: 2.0; PfHsp40 yeast: 0.8; Mtb FBA inh: -1; BoNT A protease: -0.2; BoNT F protease: -7

What do the screens show for `CCOC(=O)C1C(=O)NC(c2ccccc2)=NC1c1ccc(C(C)C)cc1` (configuration not stated)?
Anthrax LF inh2: 1; GDH-TPI inh: 13; FadD28 binding: -1.0; UGM FP inh: 0.4; PfHsp40 yeast: 1.3; Mtb FBA inh: 2; Mtb BioA inh: -4.7; BoNT A protease: 0.1; BoNT F protease: inconclusive

The whole of this part, from the first entry:
Results for Clc1ccc2c(N3CCNCC3)ccnc2c1 ?
Anthrax LF inh2: -5; GDH-TPI inh: 7; FadD28 binding: -1.9; UGM FP inh: 0.6; PfHsp40 yeast: 3.1; Mtb FBA inh: -3; BoNT A protease: -0.8; BoNT F protease: -16

What do the screens show for `O=C(Nn1c(Cc2cccs2)nc2ccccc2c1=O)c1cccs1`?
Anthrax LF inh2: -1; GDH-TPI inh: -10; FadD28 binding: -4.0; UGM FP inh: 2.0; PfHsp40 yeast: 0.8; Mtb FBA inh: -1; BoNT A protease: -0.2; BoNT F protease: -7

What do the screens show for `CCOC(=O)C1C(=O)NC(c2ccccc2)=NC1c1ccc(C(C)C)cc1` (configuration not stated)?
Anthrax LF inh2: 1; GDH-TPI inh: 13; FadD28 binding: -1.0; UGM FP inh: 0.4; PfHsp40 yeast: 1.3; Mtb FBA inh: 2; Mtb BioA inh: -4.7; BoNT A protease: 0.1; BoNT F protease: inconclusive

What do the screens show for `Cc1oc(-c2cccs2)nc1CN1CC[C@@](O)(c2ccccc2)[C@H]2CCCC[C@@H]21`?
Anthrax LF inh2: 0; GDH-TPI inh: -6; FadD28 binding: -4.3; UGM FP inh: 0.9; PfHsp40 yeast: -1.1; Mtb FBA inh: 6; Mtb BioA inh: 0.7; BoNT A protease: 1.3; BoNT F protease: 3

Results for CCOC(=O)Cc1n[nH]c(=O)c2ccccc12 ?
Anthrax LF inh2: -1; GDH-TPI inh: 0; FadD28 binding: -0.8; UGM FP inh: 3.6; PfHsp40 yeast: -0.9; Mtb FBA inh: 1; Mtb BioA inh: -3.6; BoNT A protease: -0.4; BoNT F protease: -3

How did COc1ccc(S(=O)(=O)NC(C)C(=O)NCc2ccccn2)cc1OC (configuration not stated) do in these assays?
Anthrax LF inh2: 8; GDH-TPI inh: 12; FadD28 binding: -1.3; UGM FP inh: 3.7; PfHsp40 yeast: 0.0; Mtb FBA inh: 0; Mtb BioA inh: 1.1; BoNT A protease: -2.5; BoNT F protease: -3

Results for COCCNC(=O)C1CCCN(C(=O)c2cc(C)n(C(C)(C)C)n2)CC1 (configuration not stated) ?
Anthrax LF inh2: 1; GDH-TPI inh: 13; FadD28 binding: -1.5; Mtb FBA inh: 1; Mtb BioA inh: -1.8; BoNT A protease: 0.3; BoNT F protease: -2

Results for CCOC(=O)C1=C(CSc2nnnn2C)N(C)C(=O)NC1c1ccccc1 (configuration not stated) ?
Anthrax LF inh2: -2; GDH-TPI inh: -4; FadD28 binding: -3.1; UGM FP inh: -1.8; PfHsp40 yeast: -0.3; Mtb FBA inh: 0; Mtb BioA inh: -0.8; BoNT A protease: 0.0; BoNT F protease: -2

How did CC1C(O)=C(c2nc3ccccc3[nH]2)C(=N)N1c1ccccc1 (configuration not stated) do in these assays?
Anthrax LF inh2: -6; GDH-TPI inh: 1; FadD28 binding: -0.1; UGM FP inh: 0.7; PfHsp40 yeast: 2.3; Mtb FBA inh: 2; Mtb BioA inh: 1.5; BoNT A protease: -0.8; BoNT F protease: 1

How did CC(C)NC(=O)CSc1nc(Cc2ccccc2)nc2ccccc12 do in these assays?
GDH-TPI inh: 1; FadD28 binding: -2.4; UGM FP inh: -1.5; PfHsp40 yeast: -0.4; Mtb FBA inh: 3; Mtb BioA inh: -1.7

What do the screens show for `COC(=O)c1[nH]c2cc(OC)ccc2c1NC(=O)CN1CCC(C(N)=O)(N2CCCCC2)CC1`?
Anthrax LF inh2: -1; GDH-TPI inh: -6; FadD28 binding: -2.7; UGM FP inh: -0.8; PfHsp40 yeast: 0.5; Mtb FBA inh: 2; Mtb BioA inh: 15; BoNT A protease: 0.1; BoNT F protease: 6

Results for Cc1[nH]nc(-c2ccc(OCc3cnn(-c4ccccc4)c3)cc2O)c1Oc1ccc(F)cc1 ?
Anthrax LF inh2: -4; GDH-TPI inh: 2; FadD28 binding: -1.0; UGM FP inh: -1.9; PfHsp40 yeast: -0.6; Mtb FBA inh: 9; Mtb BioA inh: -6.2; BoNT A protease: -1.0; BoNT F protease: -15

What do the screens show for `O=C(Oc1cc(=O)n2ccccc2n1)c1ccccc1`?
Anthrax LF inh2: 2; GDH-TPI inh: 6; FadD28 binding: -5.9; UGM FP inh: 1.2; PfHsp40 yeast: 1.7; Mtb FBA inh: -1; Mtb BioA inh: -0.7; BoNT A protease: 1.3; BoNT F protease: 10

How did O=C(NNC(=S)Nc1ccccc1Cl)c1ccccc1Cl do in these assays?
Anthrax LF inh2: -2; GDH-TPI inh: 1; FadD28 binding: 0.8; UGM FP inh: 0.2; PfHsp40 yeast: 3.4; Mtb FBA inh: 3; Mtb BioA inh: -0.1; BoNT A protease: -1.4; BoNT F protease: -7

Results for O=C1OCc2ccc(NC(=O)C3CCCCC3)cc21 ?
Anthrax LF inh2: 0; GDH-TPI inh: -12; FadD28 binding: -3.3; UGM FP inh: -2.1; PfHsp40 yeast: 0.2; Mtb FBA inh: -4; Mtb BioA inh: 2.1; BoNT A protease: 0.5; BoNT F protease: 5

How did Cc1ccc(CCc2nnc(SCC(=O)Nc3ccccc3Cl)n2-c2ccccc2)o1 do in these assays?
Anthrax LF inh2: -1; GDH-TPI inh: -11; FadD28 binding: -3.8; UGM FP inh: 1.0; PfHsp40 yeast: 1.6; Mtb FBA inh: -8; Mtb BioA inh: 0.2; BoNT A protease: -0.4; BoNT F protease: 1

Results for C=CCN(c1ccccc1)S(=O)(=O)c1cccc(C(=O)N2CC(C)CC(C)C2)c1 (configuration not stated) ?
Anthrax LF inh2: 3; GDH-TPI inh: 1; FadD28 binding: 0.1; UGM FP inh: -3.4; PfHsp40 yeast: 14; Mtb FBA inh: 2; Mtb BioA inh: -0.2; BoNT A protease: 0.8; BoNT F protease: 8

What do the screens show for `COc1ccc(NC(=O)CCc2ccccc2)cc1NC(=O)c1ccco1`?
Anthrax LF inh2: -3; GDH-TPI inh: 6; FadD28 binding: -2.9; UGM FP inh: 0.6; PfHsp40 yeast: 2.4; Mtb FBA inh: 0; Mtb BioA inh: -0.8; BoNT A protease: -0.9; BoNT F protease: -4

What do the screens show for `CC1=CC(C)[C@H](/C=N/n2c(=O)[nH]c3c([nH]c4ccc(Br)cc43)c2=O)C(C)C1` (some centres not stated)?
Anthrax LF inh2: -7; GDH-TPI inh: 9; FadD28 binding: -0.7; UGM FP inh: 0.5; PfHsp40 yeast: -0.7; Mtb FBA inh: 3; Mtb BioA inh: -0.8; BoNT A protease: -1.2; BoNT F protease: -5

Results for O=C(CC1SC(=O)N(c2ccccc2)C1=O)Nc1ccc(Br)cc1 (configuration not stated) ?
GDH-TPI inh: 6; FadD28 binding: -1.3; UGM FP inh: -1.4; Mtb FBA inh: 0; Mtb BioA inh: 0.1

Results for CC(OC(=O)c1ccc([N+](=O)[O-])s1)C(=O)NC1CCCCC1C (configuration not stated) ?
Anthrax LF inh2: 3; GDH-TPI inh: 1; UGM FP inh: -1.1; PfHsp40 yeast: 1.6; Mtb FBA inh: 2; Mtb BioA inh: 0.2; BoNT A protease: 1.0; BoNT F protease: -2

What do the screens show for `O=C(CCC(=O)N1CCSc2ccccc21)NCc1cccc(Br)c1`?
Anthrax LF inh2: -6; GDH-TPI inh: 1; FadD28 binding: -3.6; UGM FP inh: -2.1; PfHsp40 yeast: -1.9; Mtb FBA inh: -3; Mtb BioA inh: 1.0; BoNT A protease: 0.5; BoNT F protease: -5

Results for Cn1ncc(C#N)c1NC(=O)C1CC(c2ccc(Cl)cc2)=NO1 (configuration not stated) ?
Anthrax LF inh2: 2; GDH-TPI inh: 6; FadD28 binding: 0.9; UGM FP inh: -2.4; PfHsp40 yeast: -2.6; Mtb FBA inh: -1; Mtb BioA inh: -0.7; BoNT A protease: -0.4; BoNT F protease: 4

How did C/C(=N\Nc1cc(Cl)nc(C)n1)c1ccc(Cl)c(Cl)c1 do in these assays?
Anthrax LF inh2: -3; GDH-TPI inh: 2; FadD28 binding: -2.4; UGM FP inh: -2.0; PfHsp40 yeast: -0.9; Mtb FBA inh: -4; Mtb BioA inh: 0.8; BoNT A protease: -1.0; BoNT F protease: -12

What do the screens show for `Cc1cc(Cl)cc(Br)c1OCCCNCC(C)O` (configuration not stated)?
Anthrax LF inh2: -6; GDH-TPI inh: 11; FadD28 binding: -2.7; UGM FP inh: -1.9; PfHsp40 yeast: -0.2; Mtb FBA inh: 3; Mtb BioA inh: -0.9; BoNT A protease: -1.4; BoNT F protease: -3

Results for CCOC(=O)Cc1nnc(NC(=O)C(CC)Sc2nc(C)cc(C)n2)s1 (configuration not stated) ?
Anthrax LF inh2: 3; GDH-TPI inh: 2; FadD28 binding: -1.0; UGM FP inh: -0.4; PfHsp40 yeast: -1.6; Mtb FBA inh: 3; Mtb BioA inh: -1.5; BoNT A protease: -1.0; BoNT F protease: -11

What do the screens show for `CCCOc1ccc(N2C(=O)CC(NCc3ccc(S(N)(=O)=O)cc3)C2=O)cc1` (configuration not stated)?
Anthrax LF inh2: 2; GDH-TPI inh: -2; FadD28 binding: -4.5; UGM FP inh: -2.2; PfHsp40 yeast: -0.5; Mtb FBA inh: 5; BoNT A protease: 0.2; BoNT F protease: 8

How did Cc1ccc(-c2csc(N/N=C/C=C/c3ccccc3)n2)cc1 do in these assays?
Anthrax LF inh2: 1; GDH-TPI inh: 12; FadD28 binding: 2.4; UGM FP inh: 0.6; PfHsp40 yeast: -0.2; Mtb FBA inh: 3; Mtb BioA inh: -0.2; BoNT A protease: 2.2; BoNT F protease: -9

What do the screens show for `COc1ccccc1N1CCN(/N=C/c2cc([N+](=O)[O-])ccc2Cl)CC1`?
Anthrax LF inh2: -4; GDH-TPI inh: 9; FadD28 binding: 0.4; UGM FP inh: 0.1; PfHsp40 yeast: -0.8; Mtb FBA inh: 2; BoNT A protease: 0.8; BoNT F protease: 0

What do the screens show for `COc1ccc(-n2nc(C(=O)NCC(=O)N3CCN(Cc4ccc5c(c4)OCO5)CC3)c3ccccc3c2=O)cc1OC`?
Anthrax LF inh2: 11; GDH-TPI inh: 18; FadD28 binding: -1.1; UGM FP inh: -0.3; PfHsp40 yeast: -1.1; Mtb FBA inh: -2; BoNT A protease: -0.4; BoNT F protease: 4

What do the screens show for `O=C(COC(=O)C1=COCCO1)Nc1cc(S(=O)(=O)N2CCCCC2)ccc1Cl`?
Anthrax LF inh2: -1; GDH-TPI inh: 4; FadD28 binding: -4.5; UGM FP inh: 2.6; PfHsp40 yeast: 0.5; Mtb FBA inh: 1; Mtb BioA inh: 0.7; BoNT A protease: -0.4; BoNT F protease: -2

How did Cc1ccc2cccc(OCC(=O)NCCC3=CCCCC3)c2n1 do in these assays?
Anthrax LF inh2: 2; GDH-TPI inh: 1; UGM FP inh: 0.5; PfHsp40 yeast: 1.8; Mtb FBA inh: 5; Mtb BioA inh: 1.2; BoNT A protease: 2.2; BoNT F protease: 0

How did O=C(COC(=O)c1ccc(Cl)nc1)NC(=O)c1ccc(OC(F)F)cc1 do in these assays?
Anthrax LF inh2: -1; GDH-TPI inh: -9; FadD28 binding: -4.2; UGM FP inh: -0.4; PfHsp40 yeast: 2.1; Mtb FBA inh: 0; Mtb BioA inh: -1.9; BoNT A protease: 0.1; BoNT F protease: -1
